Screening data deposited in PubChem BioAssay by several laboratories.
Bcl-B TR3 displacers: displacers of TR3 peptide from Bcl-B, primary screen, selectivity assay for Bfl-1 inhibitor project, biochemical, fluorescence polarization | AID 748 | one-dose displacement, % at 20 µM; IC50 in µM for titrated hits | FP displacement of FITC-TR3 peptide from Bcl-B; higher % means a stronger effect | actives 0.11% (n = 96,000);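 active = displacement above 50% at 20 µM plus a fluorescence interference ratio under 1.5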;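 note: plate controls were wells without compound for no effect and wells lacking Bcl-B protein for full effect; a part of the inactive calls stands beside numbers as strong as those of hits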
IL1B NFkB pot: enhances IL-1B driven NFkB nuclear translocation; AID 819; HUVEC IL-1B NFkB p65 nuclear translocation imaging; actives 0.3% (n = 94,000); activation, % at 2 µM;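 active = activation above 40%, about the mean plus 3 SD, also judged a hit on visual image review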;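 note: percent activation is computed from the nuclear over cytoplasmic p65 intensity ratio; values of inactives mirror those of a sister screen read the other way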
MRP resist rev: reverses drug resistance mediated by MRP; H69AR cells + 2 uM doxorubicin, CellTiter-Glo, 72 h; differential viability (reversal), % at 10 µM; actives 0.04% (n = 85,000);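 active = viability drop by adding the cancer drug above about 55%, with treated viability meeting a 40% cutoff, limit read from the data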;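 note: viability without doxorubicin minus viability with 2 µM doxorubicin for each compound; larger differential means the compound sensitizes cells more to doxorubicin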
PLAP inhibition: inhibition of human placental alkaline phosphatase – biochemical, luminescence, HTS (AID 690) | actives 0.08% (n = 96,000) | inhibition, % at 20 µM, or IC50 in µM where a hit was titrated | purified PLAP, luminescent substrate; higher % means a stronger effect; in the data active = a potency from the dose series; inactive = the rest, 99 in 100 with inhibition below about 30%; note: strong numbers were not always called active
IL1B NFkB inh: blocks IL-1B driven NFkB nuclear translocation in HUVEC cells; HUVEC IL-1B NFkB p65 nuclear translocation imaging; inhibition, % at 2 µM; actives 0.43% (n = 94,000);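 active = inhibition above about 30% together with a positive call from visual inspection of the well image, limit read from the data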;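 note: nuclear over cytoplasmic p65 intensity ratio measured by imaging; 0% = IL-1B stimulated DMSO wells and 100% = unstimulated DMSO wells; values of inactives mirror those of a sister screen read the other way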
MRP resist rev cytotoxicity: further read-out of MRP resist rev, marked with its call; viability, %; H69AR cells, CellTiter-Glo, 72 h; measured here: cytotoxicity without doxorubicin
MRP resist rev with doxorubicin: also measured in MRP resist rev; calls as there; viability, %; measured here: viability with 2 uM doxorubicin; active compounds read low
IL1B NFkB inh cell count 2 µM: also measured in IL1B NFkB inh; calls as there; cell count; measured here: cells passing quality filter;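 raw number of nuclei counted in each imaged well without normalization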
IL1B NFkB pot cell count 2 µM: further read-out of IL1B NFkB pot, marked with its call; cell count; measured here: cells passing quality filter
* hit, by the source's call; x = no result given. An excerpt. The share of hits here may be higher or lower than overall.

mol	IL1B NFkB inh	MRP resist rev cytotoxicity	MRP resist rev	PLAP inhibition	IL1B NFkB pot	Bcl-B TR3 displacers	IL1B NFkB inh cell count 2 µM	MRP resist rev with doxorubicin	IL1B NFkB pot cell count 2 µM
Cn1nc(-c2ccccc2)c(CSc2ccccc2)c1Cl	-7	44	-17	-20%	7	-6%	166	61	166
Cc1ccc(C(C)C)c(OCC(=O)Nc2ccc(N3CCN(S(C)(=O)=O)CC3)cc2)c1	-15	49	-9	19%	15	-2%	97	58	97
CCOC(=O)C(NC(=O)c1ccc(F)cc1)(Nc1nnc(C)s1)C(F)(F)F (configuration not stated)	x	104	17	8%	x	11%	x	87	x
COC(C(=O)Nc1ccc(F)cc1)c1ccccc1 (configuration not stated)	4	88	-7	x	-4	x	75	95	75
COC(=O)C1=C(N)Oc2cc(C)n(CCCn3ccnc3)c(=O)c2C1c1cccc(Cl)c1 (configuration not stated)	x	78	-3	-37%	x	-6%	x	82	x
NC(=O)CSc1nnc(-c2ccncc2)n1CCc1ccccc1	-16	88	-1	3%	16	-6%	94	89	94
Cc1ccc(Cn2nnc3c(=O)n(CC(=O)N4CCN(c5ccccc5)CC4)cnc32)cc1	6	92	-9	27%	-6	-5%	162	101	162
CC(=O)c1c(C)[nH]c(C(=O)OCC(=O)Nc2ncc(Cl)c(C)c2Cl)c1C	x	85	-2	-52%	x	66%	x	87	x
Oc1ccc(-c2onc3ccc(Cl)cc23)cc1	-23	98	18	0%	23	-25%	147	80	147
Cc1cc(C)n(CCCO)c(=O)c1C#N	-2	x	x	-13%	2	3%	125	x	125
CCN(CCCNC(=O)CN1C(=O)COc2ccccc21)c1ccccc1	x	89	26	-1%	x	-10%	x	64	x
O=C(NCc1ccccc1)N1CCN(c2ccc(F)cc2)CC1	-2	106	9	x	1	x	146	98	146
O=c1[nH]c2ccccc2n1C1=CCCC1	-22	95	-9	15%	21	-2%	210	105	210
Cc1ccc(-c2nc(CSCC(=O)Nc3cc(C)on3)c(C)o2)cc1	16	92	6	-1%	-16	-4%	44	85	44
C=CCNC(=O)c1onc(CSc2ccc(F)cc2)c1C(=O)O	-1	x	x	3%	1	8%	125	x	125
Cc1cccc(-n2ncc3c(Nc4c(C)n(C)n(-c5ccccc5)c4=O)ncnc32)c1	-1	94	-9	-19%	1	-9%	74	104	74
COc1cccc(-c2nnc3sc(C4CCCCC4)nn23)c1	24	55	3	-79%	-24	-1%	69	52	69
Cc1nc(SCC(=O)Nc2c(C)n(C)n(-c3ccccc3)c2=O)nc(C)c1C	-18	81	-11	-16%	18	-1%	132	92	132
CCOC(=O)c1[nH]c(C)c(C(=O)Nc2ccccc2F)c1C	-3	23	-17	x	3	x	142	39	142
Cc1noc(NS(=O)(=O)c2ccc(NC(=O)COc3ccccc3)cc2)c1C	-18	114	18	4%	18	3%	153	96	153
CCN1CCCC1CNC(=O)c1ccc2c(=O)n(CCOC)c(=O)[nH]c2c1 (configuration not stated)	17	x	x	-10%	-17	-8%	150	x	150
c1ccc(-c2nc3ccccc3nc2-c2ccccn2)nc1	21	75	-16	-43%	-21	34%	37	91	37
Nc1ccccc1S(=O)(=O)c1ccccc1N	-17	88	5	17%	17	7%	74	82	74
O=C(NCCN1CCN(c2ccccc2)CC1)C1CCCN(S(=O)(=O)c2cnc[nH]2)C1 (configuration not stated)	17	90	2	-68%	-17	3%	146	89	146
CCOc1ccc(-n2nnc3c(=O)n(C/C=C/c4ccccc4)cnc32)cc1	4	71	14	-18%	-4	-4%	172	57	172
CC(C)n1c(Nc2ccccc2)nc2ccccc21	-8	98	-6	-2%	8	2%	122	104	122
COc1ccc(CSc2nc(CSC)cc(N3CCOCC3)n2)cc1	-5	x	x	-10%	5	-36%	189	x	189
Cc1cccc(C(=O)N2CCC(c3nc(-c4ccc(S(=O)(=O)N5CCOCC5)cc4)no3)CC2)c1	-23	x	x	-9%	23	-5%	169	x	169
CSc1nc(N(CCO)CCO)c2sc3nc(-c4ccco4)c4c(c3c2n1)CCC4	x	64	-3	-61%	x	42%	x	66	x
COC(=O)COc1ccc(S(=O)(=O)N2CCN(c3ccccc3F)CC2)cc1	6	98	-4	-25%	-6	4%	74	102	74
CCOC(=O)c1cnc(-n2nc(C)cc2C)nc1-n1nc(C)cc1C	x	93	-5	-39%	x	1%	x	98	x
Cc1ccccc1NC(=O)CSc1nc2c(c(-c3ccco3)c1C#N)CCCC2	5	74	1	-5%	-5	-12%	218	73	218
O=C1C=C(c2ccccc2)OC(=O)C1C(=O)c1ccccc1 (configuration not stated)	-1	97	7	x	1	x	129	89	129
CCOC(=O)N1CCN(Cc2nc(N)nc(Nc3ccc(Oc4ccccc4)cc3)n2)CC1	0	82	-2	-57%	0	-4%	154	85	154
COc1cc2c(C(=O)NCc3ccc4c(c3)OCO4)cn(CC(C)C)c(=O)c2cc1OC	-8	85	-5	11%	8	-2%	109	90	109
Cc1ccc(-c2noc(C3CCCN(S(=O)(=O)c4ccc(S(=O)(=O)N(C)C)cc4)C3)n2)o1 (configuration not stated)	-10	85	13	-21%	10	-38%	101	72	101
COc1ccc(/C=C2\OC(=O)c3c(OC)cccc32)cc1OC	-4	x	x	-21%	4	4%	198	x	198
CCOc1ccc(-c2nc(-c3cccnc3)no2)cc1OCC	-7	65	-11	-52%	7	-4%	74	77	74
CC(C(=O)O)N1C(=O)CSc2ncccc21 (configuration not stated)	7	x	x	3%	-7	-8%	129	x	129
Clc1ccc2c(c1)C(c1cccs1)=NNC(c1cccnc1)=N2	-14	x	x	7%	14	-3%	158	x	158
O=C(CN1C(=O)CCC1=O)Nc1ccc(S(=O)(=O)N2CCOCC2)cc1	-2	89	0	x	2	2%	95	89	95
O=c1ccc(-c2ccccc2)n[nH]1	-1	104	4	14%	1	-10%	174	100	174
CC1Cc2ccccc2N1C(=O)CCN1C(=O)C2C3C=CC(C3)C2C1=O (configuration not stated)	-11	x	x	7%	11	-11%	195	x	195
CCCNS(=O)(=O)c1ccc(CCC(=O)NCC2CCCO2)cc1 (configuration not stated)	-25	x	x	x	25	x	169	x	169
O=C1C2C3C=CC(CC3)C2C(=O)N1/N=C/c1ccc(O)cc1 (configuration not stated)	-10	x	x	4%	10	5%	134	x	134
COc1ccc(S(=O)(=O)N(CC(=O)Nc2cccnc2)c2ccccc2OC)cc1	-7	67	-20	7%	7	-4%	168	87	168
COc1cc(NC(=O)Cn2c(-c3cncs3)nc3ccccc32)cc(OC)c1OC	10	79	-6	-8%	-10	-2%	194	85	194
Cc1ccc(C)c(-n2c(SCC(=O)Nc3nonc3C)nnc2-c2ccoc2C)c1	2	88	-2	-22%	-2	-2%	92	91	92
Cc1ccc(OCC(=O)N(Cc2ccc(N(C)C)cc2)C2CCS(=O)(=O)C2)cc1 (configuration not stated)	-13	101	9	-57%	13	0%	110	93	110
Cc1cc(C)cc(OCC(=O)Nc2cccc(C(=O)O)c2)c1	8	99	11	5%	-8	-8%	151	87	151

Additional structures follow.
mol	IL1B NFkB inh	MRP resist rev cytotoxicity	MRP resist rev	PLAP inhibition	IL1B NFkB pot	Bcl-B TR3 displacers	IL1B NFkB inh cell count 2 µM	MRP resist rev with doxorubicin	IL1B NFkB pot cell count 2 µM
COn1c(=O)c(-c2ccc(Cl)cc2)[n+]([O-])c2ccccc21	-7	88	2	12%	7	-7%	112	86	112
COc1cccc(-c2nc(N3CCC(C)CC3)c3ccccc3n2)c1O	-16	x	x	4%	16	-11%	116	x	116
Cc1cc(=O)oc2cc3c(cc12)OCCN3	-23	94	8	-18%	23	-3%	181	86	181
CCCc1cc(=O)[nH]c(SCC(=O)NC2CCCCC2)n1	-10	94	13	18%	10	0%	91	80	91
COC(=O)/C(=C\Nc1ccc(Cl)cc1Cl)NC(=O)c1ccc(Cl)cc1Cl	-5	21	-6	10%	5	-8%	63	28	63
Cc1ncc(CO)c2c1OC(C)(C)OC2	x	102	16	21%	x	-1%	x	86	x
Cc1ccccc1NC(=O)Nc1ccccc1Br	-8	x	x	-17%	8	-14%	142	x	142
CC(C)CCn1c(=S)[nH]c2ncccc2c1=O	-21	76	-6	8%	21	-8%	101	82	101
CC(C)NC(=O)C1CCCN(S(C)(=O)=O)C1 (configuration not stated)	-4	98	6	-11%	5	0%	154	92	154
CN1CCN(CC(=O)N(C)c2nc(-c3ccccc3)cs2)CC1	x	90	-2	-42%	x	5%	x	92	x

Whole records, quoted from the list. Order of screens: IL1B NFkB inh | MRP resist rev cytotoxicity | MRP resist rev | PLAP inhibition | IL1B NFkB pot | Bcl-B TR3 displacers | IL1B NFkB inh cell count 2 µM | MRP resist rev with doxorubicin | IL1B NFkB pot cell count 2 µM
Record of Cc1ncc(CO)c2c1OC(C)(C)OC2 = x | 102 | 16 | 21% | x | -1% | x | 86 | x
Record of CN1CCN(CC(=O)N(C)c2nc(-c3ccccc3)cs2)CC1 = x | 90 | -2 | -42% | x | 5% | x | 92 | x

Further compounds
mol	IL1B NFkB inh	MRP resist rev cytotoxicity	MRP resist rev	PLAP inhibition	IL1B NFkB pot	Bcl-B TR3 displacers	IL1B NFkB inh cell count 2 µM	MRP resist rev with doxorubicin	IL1B NFkB pot cell count 2 µM
Cc1cc(NC(=O)CSc2nc(C3CC3)nc3sc4c(c23)CCC(C)C4)no1 (configuration not stated)	0	57	-34	x	0	x	166	92	166
Cc1c(C(=O)NCc2cccnc2)oc2ccc(S(=O)(=O)N3CCCCCC3)cc12	x	49	-28	-56%	x	-2%	x	76	x
N#Cc1ccc(NC(=O)COC(=O)C2=COCCO2)cc1	-5	101	3	-3%	5	4%	181	98	181
COc1cccc(CNCCc2c[nH]c3ccccc23)c1OCc1ccccc1F	-4	x	x	-38%	4	4%	131	x	131
CC(C)(C)NC(=O)CSc1nnc(CN2CCCCCC2=O)n1-c1ccccn1	x	98	-3	-55%	x	10%	x	101	x
COc1ccc2nc(SCC(=O)Nc3ccc(S(=O)(=O)Nc4nccc(C)n4)cc3)[nH]c2c1	-7	x	x	-13%	7	8%	55	x	55
COC(=O)N1CC(c2ccccc2)CC1=O (configuration not stated)	0	88	-7	34%	0	-6%	128	95	128
CCN1CCc2c(C#N)c(NCc3ccccc3)nc(NCCO)c2C1	5	62	-16	-3%	-5	48%	144	78	144
Nc1nc(SCC(=O)c2ccc(Oc3ccccc3)cc2)n[nH]1	-14	97	17	-46%	15	-10%	105	79	105
Cc1ccc(C2=CC(c3ccc(N(C)C)cc3)n3nnnc3N2)cc1 (configuration not stated)	1	70	-5	-5%	-1	-41%	195	75	195
O=C(c1ccc(F)cc1)C1CCN(C(=S)Nc2ccccc2)CC1	5	x	x	28%	-5	-10%	144	x	144
c1ccc2c(c1)nc1n2CCN1CCNC1CCCCC1	-7	85	1	-10%	7	2%	127	84	127
O=C(Cn1cnc2ccccc2c1=O)N1CCN(Cc2ccccc2)CC1	-8	107	20	-2%	8	-2%	138	87	138
CCOc1ccccc1NC(=O)CC1NCCNC1=O (configuration not stated)	-7	83	2	-9%	7	4%	159	81	159
COc1cc(CNCCc2c[nH]c3ccccc23)ccc1OCc1ccccc1F	9	x	x	-51%	-9	2%	118	x	118
Cc1cc(OCC(=O)NCCO)cc(C)c1Cl	x	85	-15	-25%	x	14%	x	101	x
COc1cc2c(cc1NC(=O)c1cccc([N+](=O)[O-])c1C)oc1ccccc12	x	x	x	14%	x	0%	x	x	x
Cc1cccc(Nc2ncnc3nc[nH]c23)c1	17	x	x	x	-17	x	47	x	47
COc1ccc(-n2nnc3c(=O)n(CC(=O)N4CCCc5ccccc54)cnc32)cc1	x	79	-4	-10%	x	-5%	x	83	x
CCN(CC(=O)NCCc1ccc(S(N)(=O)=O)cc1)Cc1nc2cc(OC)c(OC)cc2c(=O)[nH]1	5	x	x	-192%	-5	-2%	145	x	145
CN(c1ccc(C(=O)Nc2ccc3c(c2)OCCO3)cc1)S(C)(=O)=O	-19	83	1	11%	19	-6%	124	82	124
